esBAF inh = Bmi1 luciferase reporter increase in mESCs, primary screen, esBAF inhibitor project, mouse ES cells, Bmi1 luciferase knock-in, single point | 350,000 compounds, 2% hits | 24 h; 100% = twice the neutral-well signal | AID 602393, 2012 | reporter increase, % at 12.5 µM; in the data active = activation above about 40%; inconclusive = no clear call, values can overlap the other calls;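 note: 0% = median of the plate's neutral control wells and 100% = double that signal; a rise in the Bmi1 reporter signal indicates esBAF inhibition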
SIRT5 inh = SIRT5 desuccinylase inhibitors, primary screen, biochemical, fluorescence imaging, single point, set 5; Purified SirT5, succinyl-peptide AMC, trypsin-coupled fluorescence; 330,000 compounds, 1.1% hits; inhibition, % at 15 µM; AID 652115, 2013; NAD-dependent protein deacylase sirtuin-5, mitochondrial (Homo sapiens), Q9NXA8; in the data active = inhibition above about 15%; inconclusive = no clear call, values can overlap the other calls
Target sequence (Q9NXA8 whole entry, looked up): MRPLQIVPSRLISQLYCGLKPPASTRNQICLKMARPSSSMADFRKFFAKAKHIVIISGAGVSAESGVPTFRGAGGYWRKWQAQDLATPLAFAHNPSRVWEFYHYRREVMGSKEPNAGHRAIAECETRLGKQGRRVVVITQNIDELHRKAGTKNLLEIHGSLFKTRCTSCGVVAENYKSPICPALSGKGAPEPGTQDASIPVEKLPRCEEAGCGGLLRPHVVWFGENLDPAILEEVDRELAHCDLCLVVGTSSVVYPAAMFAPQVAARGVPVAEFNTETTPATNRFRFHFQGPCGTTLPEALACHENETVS
Casp6 inh = human caspase-6 inhibitors, primary screen, biochemical, VEID-R110 fluorescence, single point, set 2; inhibition, % at 12.5 µM; purified caspase-6, Z-VEID-R110 cleavage fluorescence; 350,000 compounds, 0.53% hits; P55212;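 active = mean inhibition across replicates at least about 35%, with every replicate also reaching that limit, limit read from the data; inconclusive = only one of the two criteria met; inactive = neither criterion met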;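 note: 0% = median of neutral control wells and 100% = no fluorescence left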
Target sequence (P55212 24-179 limits assumed): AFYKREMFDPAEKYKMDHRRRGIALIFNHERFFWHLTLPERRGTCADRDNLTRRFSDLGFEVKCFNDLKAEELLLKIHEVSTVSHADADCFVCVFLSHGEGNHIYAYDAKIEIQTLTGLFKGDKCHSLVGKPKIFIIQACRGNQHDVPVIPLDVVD
Target sequence (P55212 194-293 limits assumed): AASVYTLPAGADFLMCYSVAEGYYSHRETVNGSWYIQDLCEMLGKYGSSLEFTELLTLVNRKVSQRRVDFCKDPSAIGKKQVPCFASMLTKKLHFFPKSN
LGR2 inh = inhibitors of bursicon-induced LGR2 CRE-luciferase signal, primary screen, cell-based, HEK293, CRE-luciferase reporter, bursicon stimulation; Drosophila bursicon receptor LGR2 (rickets); 380,000 compounds, 0.35% hits; bursicon-stimulated, 4 h; inhibition, % at 9.99 µM; AID 720647, 2013;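 active = drop in luminescence signal, shown as inhibition above about 50% in the replicate tests, limit read from the data, passing the limit was not always enough; inconclusive = probably only some replicates passing the limit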;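 note: agonist challenge used bursicon conditioned medium at about half maximal strength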
Statin myotox sup = suppressors of statin myotoxicity in C2C12 myotubes, primary screen, cell-based, single point, plate reader; 330,000 compounds, 0.78% hits; AID 602340, 2012; C2C12 myotubes + simvastatin, ATP luminescence, 48 h; scaled: DMSO 0, geranylgeraniol control 100; rescue of ATP level, % at 7.49 µM;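 active = mean ATP rescue above about 67%, or every replicate alone reaching that limit, limit read from the data, passing the limit was not always enough; inconclusive = no clear call, values can overlap the other calls; inactive = mean under the limit and some replicate under it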;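 note: myotubes were challenged with 10 µM simvastatin during compound exposure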
S100A4 inh HTS = inhibitors of S100A4-myosin IIA peptide binding, primary screen, biochemical, fluorescence polarization, TAMRA-MyoIIA peptide. 360,000 compounds, 0.14% hits. inhibition, % at 10.7 µM. Protein S100-A4 (Homo sapiens), P26447;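 active = mean inhibition of at least 70% across replicates, with every replicate also reaching that level; inconclusive = mean inhibition reaches 70% but some replicates fall short; inactive = mean inhibition below 70%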
Target sequence (P26447 whole entry, looked up): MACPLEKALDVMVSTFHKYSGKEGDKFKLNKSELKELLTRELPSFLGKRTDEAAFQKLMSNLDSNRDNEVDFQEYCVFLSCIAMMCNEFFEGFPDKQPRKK
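Assay system: human S100A4 monomer with TAMRA-labelled myosin IIA peptide / Buffer or medium: Calcium-containing HEPES buffer, pH 7.2 / Reagent: TAMRA-labelled myosin IIA heavy-chain peptide probe, 5 nM / Compound: one dose per compound / Timing: polarization read 5 min after assay mix addition, stable 5–60 min / Benchmarks: neutral control DMSO, positive control TFP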
FN deposit inh = inhibitors of fibronectin matrix deposition, primary screen, AH1F cells, Alexa488-fibronectin fluorescence, plate reader | AH1F fibroblasts, overnight | 350,000 compounds, 0.086% hits | inhibition, % at 12.6 µM | AID 743247, 2014;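 active = mean inhibition across replicates of 30% or more, regardless of how many single replicates reach that level; inconclusive = mean under 30% yet at least half of replicates reach 30%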;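 note: positive control wells lacked labelled fibronectin entirely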
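Schedule: 1 h cell adhesion before compound, then overnight fibronectin incubation; test system: AH1F fibroblast monolayer depositing Alexa488-labelled fibronectin into matrix; quantity: 10000 AH1F cells per well; probe or stimulus: fluorescent fibronectin at 24 nM final; signal: fluorescence, ex 485 nm, em 525 nm; evaluation: percent inhibition as loss of matrix-bound fibronectin fluorescence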
The depositor's hits bear a star; ? = inconclusive; . = no result given. Only part of the results is shown. The share of hits here may be higher or lower than overall.

SMILES | esBAF inh | SIRT5 inh | Casp6 inh | LGR2 inh | Statin myotox sup | S100A4 inh HTS | FN deposit inh
COc1ccccc1C(=O)Nc1nnc(-c2ccc(F)cc2)o1 | 0 | . | -1 | -15 | 0 | -1 | -13
CO[C@@H]1CN(C)C(=O)c2ccc(NC(=O)C3CC3)cc2OC[C@H](C)N(C(=O)CN2CCOCC2)C[C@@H]1C | 0 | -1 | 0 | 1 | 4 | 10 | -2
C[C@@H]1CN([C@@H](C)CO)C(=O)Cc2cc(N(C)C)ccc2O[C@H]1CN(C)C(=O)Nc1ccc(F)cc1 | -4 | 1 | -5 | -8 | -3 | 5 | .
CS(=O)(=O)N1CCC(C(=O)O)CC1 | 4 | -3 | 1 | -1 | -8 | 0 | .
O=S(=O)(Nc1cccc(-c2cn3c(n2)SCC3)c1)c1ccccc1 | 1 | -1 | 2 | -5 | 3 | -6 | -6
COc1ccc(N2C(=O)C3CCCN3C2c2ccccc2F)cc1 (stereo not given) | 2 | . | 1 | 12 | 5 | 4 | 21
Cc1cc(C)c2c(N)c(C(=O)NNC(=O)c3ccccc3)sc2n1 | 66* | -3 | -1 | -44 | -3 | 2 | -5
CC(=O)N1CCN(Cc2nc3scc(-c4ccccc4)c3c(=O)[nH]2)CC1 | . | -2 | 4 | 7 | . | 1 | 3
CCOc1ccc2nc(SCC(=O)N3c4ccccc4Sc4ccccc43)c(C#N)cc2c1 | . | 1 | 2 | . | . | -6 | 1
CC(=O)Nc1ccc2c(c1)C(=O)N(C1CCCCC1)C2=O | -10 | . | . | -17 | -8 | . | .
Cc1ccc(C(=O)NCC2CCCO2)o1 (stereo not given) | 1 | . | . | . | 2 | . | -11
Cc1cccc(C)c1N=C1C(=O)Nc2ccccc21 | 2 | -1 | 0 | 4 | 0 | 4 | -2
Cc1ccc(-c2nn(-c3ccc(F)cc3)cc2C(=O)NC2CCC(O)CC2)cc1 (stereo not given) | . | -3 | -23 | 5 | 1 | 1 | -3
CCc1nnc(NS(=O)(=O)c2ccc(NC(=S)NC(=O)c3ccncc3)cc2)s1 | -3 | -4 | 5 | 6 | -4 | -2 | 1
COC(=O)C[C@@H]1CC[C@H]2[C@H](COc3ccc(NC(=O)c4ccc(F)c(F)c4)cc3C(=O)N2C)O1 | 7 | -4 | 1 | -8 | -38 | 4 | .
CC(C)(C)SCCNC(=O)CN(c1ccc(F)c(Cl)c1)S(C)(=O)=O | -5 | . | . | 1 | 15 | . | -8
O=C(COC(=O)C1CCC1)NCCc1ccc(Cl)cc1Cl | -5 | 0 | -2 | 8 | 8 | 6 | -8
CC(C)[C@H](NS(=O)(=O)c1ccccc1)C(=O)OCC(=O)N1N=C(c2ccc(Cl)cc2)CC1c1ccco1 (stereo not given in full) | . | -4 | 11 | -6 | . | -4 | .
COc1cccc(-c2cnc3c(c2)C(=O)N([C@H](C)CO)C[C@H](C)[C@@H](CN(C)Cc2ccncc2)O3)c1 | 1 | . | 0 | -3 | -7 | 1 | 1
CCN(CC(=O)Nc1c(F)cccc1F)C(=O)c1ccc(N2CCCC2)c([N+](=O)[O-])c1 | 2 | -4 | 3 | 3 | 3 | 2 | -2
Cc1ccc(CNCC(O)c2ccccc2)s1 (stereo not given) | -12 | -5 | -4 | -11 | -1 | 2 | -6
CC(=O)NNc1cc(C)nc(NS(=O)(=O)c2ccc(C)cc2)n1 | 0 | -3 | -7 | 5 | 0 | -4 | 1
O=C(Nc1ccc(F)cc1)N[C@@H]1CC[C@H](CC(=O)N2CCCCC2)O[C@H]1CO | -1 | 0 | 2 | 1 | 3 | -2 | .
CC(NC(=O)CN1C(=O)NC(Cc2ccccc2)(Cc2ccccc2)C1=O)C12CC3CC(CC(C3)C1)C2 (stereo not given) | -3 | . | . | 17 | -3 | . | .

Copied from the list.
Under LGR2 inh, `CC(C)[C@H](NS(=O)(=O)c1ccccc1)C(=O)OCC(=O)N1N=C(c2ccc(Cl)cc2)CC1c1ccco1` (stereo not given in full) has -6
Under esBAF inh, `CC(NC(=O)CN1C(=O)NC(Cc2ccccc2)(Cc2ccccc2)C1=O)C12CC3CC(CC(C3)C1)C2` (stereo not given) has -3

Remaining list, next part:
SMILES | esBAF inh | SIRT5 inh | Casp6 inh | LGR2 inh | Statin myotox sup | S100A4 inh HTS | FN deposit inh
C[C@]12C(=O)N(c3ccc(C(F)(F)F)cc3)C(=O)N1[C@H]1c3ccccc3OC[C@@H]1[C@H]2c1ccccc1 | -9 | . | -2 | 7 | 24 | 1 | -10
CN(CC(=O)NC1CCCC1)S(=O)(=O)c1cccc(Cl)c1 | 1 | 4 | -3 | 13 | 1 | -1 | -1
CCN(c1ccccc1)S(=O)(=O)c1cccc(C(=O)Nc2ccc(C)cn2)c1 | . | 0 | 2 | 9 | . | 6 | .
O=C(/C=C/c1ccc([N+](=O)[O-])cc1)OCC(=O)N1CCCCCC1 | 6 | -2 | 1 | 0 | 4 | -1 | -7
Cn1cc(C(=O)C(=O)N2CCCc3ccccc32)c2ccccc21 | . | 0 | 2 | 19 | . | -23 | 21
Cc1sc(NC(=O)CCCC(=O)O)c(C(N)=O)c1-c1ccccc1 | . | 0 | -1 | 27 | . | -4 | .
CN1C(=O)c2cc(NS(=O)(=O)c3ccccc3F)ccc2OC[C@@H]2O[C@@H](CC(=O)NC3Cc4ccccc4C3)CC[C@@H]21 | 10 | 0 | 4 | 3 | 5 | -2 | 0
COc1ccc2c3c(n(C)c2c1)[C@@H](CO)N(C(=O)CN1CCOCC1)CC31CN(Cc2ccncc2)C1 | . | -1 | -5 | -6 | . | 3 | .
Cc1c(NC(=O)C(C)OC(=O)CC2CC3CCC2C3)c(=O)n(-c2ccccc2)n1C (stereo not given) | . | -4 | -2 | 9 | . | -1 | 3
CCCCNC(=O)C1C(c2ccc(OC)cc2)=Nc2ccccc2N1C(=O)c1cccnc1 (stereo not given) | . | 3 | 4 | -10 | . | ? | 14
CC=Cc1cc(OC)c2c(c1)C(C)C(c1ccc(O)c(OC)c1)O2 (stereo not given) | 1 | . | 1 | -2 | 5 | 0 | .
CCOC(=O)C1=C(N)N(c2cc(S(=O)(=O)N3CCOCC3)ccc2Cl)C(=O)C1 | . | -2 | 0 | 7 | . | -4 | 20
Cc1cc(-c2nnco2)c(C)n1-c1ccc(F)cc1 | 19 | -1 | 1 | -20 | 2 | -1 | .
O=C1CC(c2ccccc2)Oc2ccccc21 (stereo not given) | 11 | -2 | . | -31 | 5 | -3 | .
C[C@@H]1CN([C@H](C)CO)C(=O)c2cccc(NC(=O)NC3CCCCC3)c2O[C@@H]1CN(C)S(=O)(=O)c1ccccc1 | 4 | -1 | 0 | -5 | -29 | 13 | .
CCCc1cc2c(-c3ccccc3)cc(=O)oc2cc1OCc1ccc(C(=O)O)o1 | 0 | . | 5 | 0 | 29 | -2 | 3
O=C1CCC[C@@H]2C[C@@]3(C[C@@H]4CCN1[C@H]24)Nc1cc(Cl)ccc1NC3=NCc1ccccc1 | 19 | -2 | -5 | -5 | 1 | 2 | 16
COc1ccc(S(=O)(=O)N2CCCCC2)cc1NC(=O)c1cccnc1SC | . | -8 | 2 | -1 | . | -3 | -9
CC(=O)c1cccc(NC(=O)c2cc(-c3cccs3)on2)c1 | 14 | -6 | -5 | -60 | -1 | 1 | -4
CC(=O)c1sc(NC(=O)COc2ccccc2)nc1C | 33 | 0 | -4 | -44 | 29 | -3 | 0
CC(=O)N/N=C(\C)c1ccc2c(c1)OCCO2 | . | 0 | -1 | -30 | . | -2 | 2
COc1ccc(C(=O)Nc2ccc(S(=O)(=O)N3CCc4ccccc43)cc2)cc1 | 3 | . | . | . | 8 | . | 10
O=C(COC(=O)C1CCN(c2ccc(C(F)(F)F)cn2)CC1)Nc1ccc(Cl)cc1 | . | 7 | -1 | 6 | -8 | -2 | .
C[C@H]1CN([C@@H](C)CO)S(=O)(=O)c2ccc(C3=CCCC3)cc2O[C@@H]1CN(C)Cc1cccc(C(=O)O)c1 | 0 | 4 | -1 | . | -18 | 9 | .
C[C@@H]1CCCCO[C@H](CN(C)C(=O)Nc2cccc3ccccc23)[C@@H](C)CN([C@H](C)CO)C(=O)c2cc(NC(=O)Nc3ccc(F)cc3)ccc2O1 | -4 | 6 | -2 | 9 | . | 2 | -2
Cc1ccccc1OCCn1ccnc1 | 0 | 0 | -3 | 2 | 2 | -4 | 2
COc1ccc(Br)cc1S(=O)(=O)N1CCCc2ccccc21 | -5 | -1 | 1 | 13 | -21 | -4 | 0
COc1cccc(NC(=S)NC(=O)Cc2ccc(Cl)cc2)c1 | 4 | -3 | 0 | -11 | -3 | -3 | 2
O=C(CN1C(=O)NC2(CCCCC2)C1=O)Nc1ccc(S(=O)(=O)N2CCOCC2)cc1 | -4 | . | . | . | -1 | . | -9
Cc1ccc(NC(=O)OC(C)CNC(=O)Oc2cccc(C)c2)cc1 (stereo not given) | . | 0 | -2 | -86 | . | -30 | -2
COCC(=O)Nc1ccc2c(c1)C(=O)N(C)C[C@H](OC)[C@@H](C)CN(C(=O)c1ccccc1F)[C@H](C)CO2 | -7 | -3 | -2 | -18 | 7 | 5 | 0
NCCSc1c(-c2ccc(Cl)cc2)[nH]c2ccccc12 | -8 | -4 | -3 | 7 | -17 | 0 | 8
CCCC#Cc1ccc2c(c1)O[C@@H](CN(C)Cc1ccccc1)[C@@H](C)CN([C@H](C)CO)S2(=O)=O | -11 | -2 | -2 | 20 | -8 | -2 | -4

Structural class: the compounds so far with an aryl methoxy group.
SMILES | esBAF inh | SIRT5 inh | Casp6 inh | LGR2 inh | Statin myotox sup | S100A4 inh HTS | FN deposit inh
COc1ccccc1C(=O)Nc1nnc(-c2ccc(F)cc2)o1 | 0 | . | -1 | -15 | 0 | -1 | -13
COc1ccc(N2C(=O)C3CCCN3C2c2ccccc2F)cc1 (stereo not given) | 2 | . | 1 | 12 | 5 | 4 | 21
COc1cccc(-c2cnc3c(c2)C(=O)N([C@H](C)CO)C[C@H](C)[C@@H](CN(C)Cc2ccncc2)O3)c1 | 1 | . | 0 | -3 | -7 | 1 | 1
COc1ccc2c3c(n(C)c2c1)[C@@H](CO)N(C(=O)CN1CCOCC1)CC31CN(Cc2ccncc2)C1 | . | -1 | -5 | -6 | . | 3 | .
CCCCNC(=O)C1C(c2ccc(OC)cc2)=Nc2ccccc2N1C(=O)c1cccnc1 (stereo not given) | . | 3 | 4 | -10 | . | ? | 14
CC=Cc1cc(OC)c2c(c1)C(C)C(c1ccc(O)c(OC)c1)O2 (stereo not given) | 1 | . | 1 | -2 | 5 | 0 | .
COc1ccc(S(=O)(=O)N2CCCCC2)cc1NC(=O)c1cccnc1SC | . | -8 | 2 | -1 | . | -3 | -9
COc1ccc(C(=O)Nc2ccc(S(=O)(=O)N3CCc4ccccc43)cc2)cc1 | 3 | . | . | . | 8 | . | 10
COc1ccc(Br)cc1S(=O)(=O)N1CCCc2ccccc21 | -5 | -1 | 1 | 13 | -21 | -4 | 0
COc1cccc(NC(=S)NC(=O)Cc2ccc(Cl)cc2)c1 | 4 | -3 | 0 | -11 | -3 | -3 | 2
